GluA2 TARP mod: GluA2-stargazin AMPA receptor complex modulation | O88602+P19491 | HEK293 GluA2+stargazin, membrane potential dye (FDSS), glutamate EC50; hits were called plate by plate, in both directions | calls only at 30 µM | 40,000 compounds, 3.5% hits | AID 1259245;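 active = any of four per-well response measures lying three or more SD from its plate-wide compound average, in either direction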
Target sequence (O88602 whole entry, looked up): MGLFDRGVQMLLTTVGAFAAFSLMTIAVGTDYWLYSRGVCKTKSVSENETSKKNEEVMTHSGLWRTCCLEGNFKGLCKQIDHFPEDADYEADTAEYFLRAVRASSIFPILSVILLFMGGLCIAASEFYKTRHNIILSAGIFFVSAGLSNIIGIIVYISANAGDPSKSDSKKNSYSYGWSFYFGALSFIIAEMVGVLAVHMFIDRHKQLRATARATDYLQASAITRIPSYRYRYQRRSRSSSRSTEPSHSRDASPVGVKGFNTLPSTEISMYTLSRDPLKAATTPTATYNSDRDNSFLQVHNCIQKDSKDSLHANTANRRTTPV
Target sequence (P19491 whole entry, looked up): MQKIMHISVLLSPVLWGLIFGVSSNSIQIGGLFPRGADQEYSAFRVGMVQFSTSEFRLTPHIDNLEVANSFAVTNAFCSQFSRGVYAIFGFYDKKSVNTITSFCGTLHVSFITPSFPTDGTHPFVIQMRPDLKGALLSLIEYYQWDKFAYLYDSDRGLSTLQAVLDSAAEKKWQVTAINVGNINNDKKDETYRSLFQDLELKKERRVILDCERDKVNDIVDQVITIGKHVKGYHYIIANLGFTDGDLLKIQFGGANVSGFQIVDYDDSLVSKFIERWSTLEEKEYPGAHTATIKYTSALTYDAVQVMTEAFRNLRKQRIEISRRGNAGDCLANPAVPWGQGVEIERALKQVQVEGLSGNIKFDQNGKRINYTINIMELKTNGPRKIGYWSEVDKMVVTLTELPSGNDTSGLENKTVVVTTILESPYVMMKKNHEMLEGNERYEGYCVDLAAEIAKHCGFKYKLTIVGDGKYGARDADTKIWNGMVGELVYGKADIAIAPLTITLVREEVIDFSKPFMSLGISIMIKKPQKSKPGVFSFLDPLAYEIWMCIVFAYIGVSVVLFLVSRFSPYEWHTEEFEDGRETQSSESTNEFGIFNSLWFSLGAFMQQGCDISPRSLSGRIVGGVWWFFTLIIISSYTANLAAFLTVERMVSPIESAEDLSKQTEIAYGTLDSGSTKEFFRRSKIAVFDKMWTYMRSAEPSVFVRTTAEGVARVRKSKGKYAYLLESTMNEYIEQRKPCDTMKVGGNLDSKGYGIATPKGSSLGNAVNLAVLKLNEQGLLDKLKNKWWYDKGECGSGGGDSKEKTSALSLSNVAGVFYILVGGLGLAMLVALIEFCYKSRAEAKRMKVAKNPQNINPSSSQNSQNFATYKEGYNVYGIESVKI
GluA2 TARP mod agonism max-min: second read-out of GluA2 TARP mod, no call of its own (marks repeat the call); compound max-min signal; compound-alone response (agonism);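 unitless range of fluorescence divided by baseline over first 100 seconds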
GluA2 TARP mod glutamate slope: second read-out of GluA2 TARP mod, no call of its own (marks repeat the call); glutamate slope, % of max; measured here: glutamate response slope, % max;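 scaled per plate between vehicle wells and maximal 1 mM glutamate control wells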
Active calls of the source: *; i = inactive; + = active, no number. A portion of the library; rates above refer to the full screens.

SMILES | GluA2 TARP mod | GluA2 TARP mod agonism max-min | GluA2 TARP mod glutamate slope
CCOC(=O)C1CCc2sc(NC(=O)c3nc(-c4cnccn4)no3)nc21 (centres undefined) | i | 0.133 | 63.6
Cc1[nH]c(=O)[nH]c(=O)c1CC(=O)NCc1nc(-c2ccccc2)no1 | i | 0.146 | 57.1
CCOc1ccccc1NC(=O)CSc1cc(N2CCC(C(=O)NC3CC3)CC2)ncn1 | i | 0.107 | 50.5
O=C(/C=C/c1ccco1)NC(=S)Nc1ccc(S(=O)(=O)NCCc2ccccc2)cc1 | i | 0.0452 | 49.0
Cc1cc(-c2nnc(NC(=O)c3ccc(Cl)cc3)o2)nn1C | + | 0.172* | 37.3*
COc1ccccc1N1CC(C)Cn2c1nc1c2c(=O)n(Cc2cccc(C)c2)c(=O)n1C (centres undefined) | i | 0.0653 | 63.6
COc1ccccc1CCNC(=O)CCc1c(C)nn(-c2nc(C)cc(=O)[nH]2)c1C | i | 0.106 | 48.4
COc1ccccc1CNC(=O)C1CCCN(c2ccc(-n3ccnc3)nn2)C1 (centres undefined) | i | 0.0812 | 65.1
COc1ccc(NS(=O)(=O)c2cc(C)ccc2OC)cc1N1CCCCC1=O | i | 0.0423 | 46.8
Cn1c(-c2cccs2)nn(CCNC(=O)C(C)(C)Oc2ccc(Cl)cc2)c1=O | i | 0.102 | 56.8
Cc1ccc(NC(=O)CSC2=NS(=O)(=O)c3ccccc3N2)c(Cl)c1 | i | 0.0591 | 41.3
COc1cc(C(=O)NC2CCCC2)cc(OC)c1OC | i | 0.0363 | 41.9
CCOc1ccccc1NC(=O)Cn1nc(C(=O)N2CCN(C)CC2)cc1C | i | 0.0816 | 66.7
CCOc1cn(-c2ccc(F)cc2)nc1C(=O)Nc1ccc(F)c(F)c1 | i | 0.149 | 63.1
CCc1c2c(nc3sc(C(=O)N4CCOCC4)c(N)c13)CC(C)(C)CC2=O | i | 0.0332 | 67.8
NCC1CCN(c2ncccn2)CC1 | i | 0.056 | 40.1
CC(=O)c1cccc(NC(=O)c2ccc(C(C)(C)C)cc2)c1 | i | 0.104 | 86.3
CCOCCn1c(=O)c2c(nc3n(C4CCCCC4)c(C)cn23)n(C)c1=O | i | 0.0576 | 31.8
COc1ccc(NC(=O)Nc2cc(N3CCCS3(=O)=O)ccc2C)cc1 | i | 0.107 | 57.3
COC(=O)c1ccc(S(=O)(=O)N2CCN(C(=O)c3cnn4ccccc34)CC2)cc1 | i | 0.108 | 66.5
Cc1cccc(C(=O)N=C2SC3CS(=O)(=O)CC3N2c2ccc(Cl)cc2)c1 (centres undefined) | i | 0.118 | 64.6
Cc1ccccc1OCCCCn1c(C)nc2ccccc21 | i | 0.0722 | 65.2
CC(C)Cc1cnc2c(c1SCC(=O)Nc1nccs1)c(=O)n(C)c(=O)n2C | i | 0.0343 | 52.2
CN1C(=O)Cc2cc(NC(=O)NC(c3ccccc3)c3ccccc3)ccc21 | i | 0.121 | 60.5
CC1(C)CC(=O)C(C(C2=C(O)CC(C)(C)CC2=O)c2ccc([N+](=O)[O-])o2)=C(O)C1 | i | 0.0764 | 34.7

Entries of single compounds, looked up by structure. Values in the order: GluA2 TARP mod	GluA2 TARP mod agonism max-min	GluA2 TARP mod glutamate slope
Results for `CC(C)Cc1cnc2c(c1SCC(=O)Nc1nccs1)c(=O)n(C)c(=O)n2C` → i	0.0343	52.2
Results for `CCOc1ccccc1NC(=O)CSc1cc(N2CCC(C(=O)NC3CC3)CC2)ncn1` → i	0.107	50.5
Results for `CC(=O)c1cccc(NC(=O)c2ccc(C(C)(C)C)cc2)c1` → i	0.104	86.3
Results for `COc1ccc(NC(=O)Nc2cc(N3CCCS3(=O)=O)ccc2C)cc1` → i	0.107	57.3
Results for `O=C(/C=C/c1ccco1)NC(=S)Nc1ccc(S(=O)(=O)NCCc2ccccc2)cc1` → i	0.0452	49.0

(more compounds)
SMILES | GluA2 TARP mod | GluA2 TARP mod agonism max-min | GluA2 TARP mod glutamate slope
COc1ccccc1CNC(=O)Cn1nc(-c2ccc(Cl)cc2)ccc1=O | i | 0.0269 | 54.1
COc1ccc(OC)c(-c2ccc(=O)n(CCNC(=O)NCc3ccccc3)n2)c1 | i | 0.0559 | 53.8
Cc1ccc(NC(=O)C(=O)Nc2ccc(C(N)=O)cc2)cc1N1CCCC1=O | i | 0.0463 | 47.8
COc1ccccc1-c1cnn2c(NCCN3CCOCC3)cc(C)nc12 | i | 0.14 | 46.5
O=C(CC1C(=O)NCCN1C(=S)NC(=O)c1sc2ccccc2c1Cl)OCC1CCCO1 (centres undefined) | i | 0.114 | 52.2
O=C(c1cccc(F)c1)N(CCN1CCOCC1)c1nc2c(Cl)cccc2s1 | i | 0.0713 | 62.9
CCCNC(=O)CCCCn1c(=O)c2ccccc2n(CC(=O)Nc2cccc(C)c2)c1=O | i | 0.122 | 56.3
COc1ccccc1-c1nnc(NC(=O)c2cccc(OC)c2OC)o1 | i | 0.131 | 55.7
Cn1ccnc1N1CCN(C(=O)c2ccc(Br)o2)CC1 | i | 0.0772 | 57.0
COc1ncccc1C(=O)NC1CCCCC1N1C(=O)CSC1=O (centres undefined) | i | 0.113 | 52.5
COc1ccc(C(=O)NNC(=O)c2cccn(Cc3ccc(F)cc3)c2=O)cc1OC | i | 0.0791 | 50.8
COc1ccc(S(=O)(=O)Nc2nc(CCC(=O)Nc3ccc(C(C)C)cc3)cs2)cc1 | i | 0.112 | 68.5
COc1ccc(-c2noc(CSc3nc4ccccc4c(=O)n3C(C)C)n2)c(OC)c1 | i | 0.0666 | 73.0
CC(C)CCNC(=O)C(=O)Nc1ccc(F)c(Cl)c1 | i | 0.0514 | 51.9
CCCn1cc(C(=O)Nc2ccc(Br)c(C)c2)c(=O)c2ccc(C)nc21 | i | 0.111 | 68.2
Cn1c(=O)[nH]c(=O)c2c1nc(N1CCN(CC(N)=O)CC1)n2Cc1ccccc1 | + | 0.0881* | 64.6*
Cc1onc(-c2ccccc2Cl)c1C(=O)NCCOC12CC3CC(CC(C3)C1)C2 | i | 0.0403 | 43.5
Cc1cccc(OC(C)C(=O)NCCCn2nc(-c3ccccc3)ccc2=O)c1C (centres undefined) | i | 0.0666 | 70.9
CCOc1ccc(NC(=O)CN2C(=O)c3ccccc3S2(=O)=O)cc1 | i | 0.101 | 48.1
CCC(C(=O)N1CCN(Cc2nc(-c3ccco3)cs2)CC1)c1ccccc1 (centres undefined) | i | 0.124 | 51.7
CCOc1ccc(-c2ccc(=O)n(CCNC(=O)Nc3ccc(C(F)(F)F)cc3)n2)cc1 | i | 0.0848 | 48.4
O=C(Cc1cccc2ccccc12)Nc1ccc2scnc2c1 | i | 0.065 | 42.3
O=C(Nc1ccc2c(c1)CN(C(=O)c1ccco1)CC2)c1ccc2nsnc2c1 | + | 0.151* | 47.6*
O=S(=O)(c1ccc(OC(F)(F)F)cc1)N1CCN(CCn2cccn2)CC1 | i | 0.123 | 52.1
Cc1ccccc1-c1ccc(N2CCN(C(=O)c3ccccn3)CC2)nn1 | i | 0.0253 | 24.9

Arranged by number of heavy atoms (low to high): some entries from above
SMILES | GluA2 TARP mod | GluA2 TARP mod agonism max-min | GluA2 TARP mod glutamate slope
Cn1ccnc1N1CCN(C(=O)c2ccc(Br)o2)CC1 | i | 0.0772 | 57.0
COc1ncccc1C(=O)NC1CCCCC1N1C(=O)CSC1=O (centres undefined) | i | 0.113 | 52.5
COc1ccccc1-c1nnc(NC(=O)c2cccc(OC)c2OC)o1 | i | 0.131 | 55.7
COc1ccccc1CNC(=O)Cn1nc(-c2ccc(Cl)cc2)ccc1=O | i | 0.0269 | 54.1
Cc1cccc(OC(C)C(=O)NCCCn2nc(-c3ccccc3)ccc2=O)c1C (centres undefined) | i | 0.0666 | 70.9
COc1ccc(C(=O)NNC(=O)c2cccn(Cc3ccc(F)cc3)c2=O)cc1OC | i | 0.0791 | 50.8

Carrying on.
SMILES | GluA2 TARP mod | GluA2 TARP mod agonism max-min | GluA2 TARP mod glutamate slope
COc1cccc2c1OC(c1ccccn1)N1N=C(c3ccc4c(c3)OCO4)CC21 (centres undefined) | i | 0.0313 | 51.4
Cc1cc(C(=O)N(CC2CCCO2)c2nc3c(C)c(Cl)ccc3s2)on1 (centres undefined) | i | 0.0455 | 43.0
O=c1ccc(-c2ccc(Cl)cc2)nn1Cc1cc(F)ccc1F | i | 0.103 | 95.7
Cc1ccc(Oc2cccc(NS(=O)(=O)c3ccc4cccc5c4c3CC5)c2)nn1 | i | 0.0674 | 51.5
Cn1nc(NC(=O)c2ccc([N+](=O)[O-])o2)c2c1NC(=O)CC2c1cccs1 (centres undefined) | i | 0.122 | 67.2
COc1cc(C(C)=O)ccc1OCC(O)CN1CCN(c2c(C)cccc2C)CC1 (centres undefined) | i | 0.0892 | 62.0
CC(=O)c1c(C)nn(CC(O)COc2ccc3c(C)cc(=O)oc3c2)c1C (centres undefined) | i | 0.113 | 64.0
Cn1nc(CNC(=O)CCn2cnc3ccccc3c2=O)c2ccccc2c1=O | i | 0.0983 | 58.7
CCCc1nnsc1C(=O)N1CC2CC1C(=O)O2 (centres undefined) | i | 0.162 | 59.3
NC(=O)Cn1nnn(-c2ccc(NC(=O)c3ccc(F)cc3Cl)cc2)c1=O | i | 0.137 | 73.4
Cc1cc(C)c(S(=O)(=O)N(C)C)c(C)c1N(C)S(C)(=O)=O | i | 0.095 | 65.1
Cc1ccc(S(=O)(=O)Nc2ccc3c(c2)CCCN3C(=O)c2ccccc2)cc1 | i | 0.0953 | 67.8
O=C(NCCOc1ccc2nnc(-c3ccccc3)n2n1)c1ccccc1C(F)(F)F | i | 0.0546 | 52.7
Cc1ccc(-c2nn(CCC(=O)N3CCN(Cc4ccccc4)CC3)c(=O)c3ccccc23)cc1 | i | 0.106 | 55.1
CC(=O)N1CCC2(CC1)NC(=O)N(CCOc1ccccc1)C2=O | i | 0.0427 | 29.7
CCCC(=O)Nc1ccc2c(c1)C(=O)Nc1cc(Cl)ccc1O2 | i | 0.068 | 65.1
Cn1c(=O)c2c(SCC(=O)NCCc3ccccc3)ccnc2n(C)c1=O | i | 0.0725 | 43.1
COc1cccc(-c2cc(C(F)(F)F)n3ncc(C(=O)N(C)CCc4ccccn4)c3n2)c1 | i | 0.0397 | 31.3
Cc1cc(C)n(-c2cc(N3CCCC(C(=O)Nc4nnc(C)s4)C3)ncn2)n1 (centres undefined) | i | 0.101 | 56.8
COc1ccc(CN(CC(=O)N(C)c2ccccc2)S(=O)(=O)c2cccnc2)cc1 | i | 0.128 | 52.8
CC1CCCC(C)N1CC(O)COc1ccc(C2CCCCC2)cc1 (centres undefined) | i | 0.0604 | 58.5
CC(C)N(C(=O)CSc1nnc(-c2ccncc2)o1)C(C)C | i | 0.0296 | 39.9
O=[N+]([O-])c1ccc(N2C(=S)N(c3ccccc3)C3CS(=O)(=O)CC32)cc1 (centres undefined) | i | 0.098 | 61.4
O=C(CCCSc1ccc(NC(=O)C2CC2)nn1)NCc1ccco1 | i | 0.0856 | 46.7
COc1cccc(C(=O)Nc2nnc(-c3ccc(Br)s3)o2)c1 | i | 0.143 | 61.4
SMILES | GluA2 TARP mod | GluA2 TARP mod agonism max-min | GluA2 TARP mod glutamate slope
COc1cccc(C(=O)CSc2ccc(NC(=O)C3CC3)nn2)c1 | i | 0.0996 | 53.6
O=c1c2sccc2nc(SCc2nc(-c3ccccc3Cl)no2)n1Cc1ccccc1 | i | 0.0806 | 75.0
COCCn1c(=O)c2c(nc(-n3nc(C)c(C)c3C)n2C(C)C)n(C)c1=O | i | 0.0704 | 61.0
CCSc1ccc(CC(=O)Nc2cc(C)on2)cc1 | i | 0.0976 | 59.0
CCOc1ccc(-n2nnnc2CN2CCN(S(C)(=O)=O)CC2)cc1 | i | 0.118 | 71.6
COCCN1COc2ccc3c(=O)c(Oc4ccccc4OC)coc3c2C1 | i | 0.0404 | 32.8
COc1ccccc1-c1ccc(=O)n(CC(=O)Nc2ccc(C(C)=O)cc2)n1 | i | 0.0428 | 47.6
O=C(NCCCc1ccccc1)c1ccc(N2CCCCS2(=O)=O)cc1 | i | 0.0841 | 54.1
COc1ccc(C(CNC(=O)c2ccc(OC)c(OC)c2)N2CCOCC2)cc1 (centres undefined) | i | 0.0516 | 52.0
O=C(CS(=O)(=O)c1ccc(Br)s1)N1CCN(c2ccc(F)cc2)CC1 | i | 0.127 | 44.7
Cc1cc(-c2nnc(NC(=O)c3cc(=O)c4ccccc4o3)o2)nn1C(C)C | i | 0.0372 | 33.9
O=S(=O)(N1CCCCCC1)N1CCN(c2ccc(Cl)c(Cl)c2)CC1 | i | 0.0597 | 56.2
COc1ccc(C)cc1NC(=O)CCc1csc(NC(=O)c2ccco2)n1 | i | 0.117 | 67.5
O=C(C1COc2ccccc2O1)N(Cc1ccccn1)Cc1ccco1 (centres undefined) | i | 0.104 | 59.6
Cc1c(Cl)cccc1NC(=O)C(=O)NCCn1ccnc1C | i | 0.124 | 58.2
CCC(=O)N1CCc2ccc(NC(=O)Nc3ccccc3F)cc2C1 | i | 0.0962 | 45.3
COc1ccc(N2CC(c3nc4ccccc4n3CC(=O)N3CCC(C)CC3)CC2=O)cc1 (centres undefined) | i | 0.0486 | 65.7
O=C(NCC#CCN1CCc2ccccc2C1)c1ccccc1C(F)(F)F | i | 0.0529 | 49.6
O=S(=O)(NCCNc1ccc(Nc2ccncc2)nn1)c1ccccc1F | i | 0.323 | 39.3
CCS(=O)(=O)N1CCCc2cc(NC(=O)NCCc3ccccc3)ccc21 | i | 0.113 | 56.7
CC(=O)c1ccc(NC(=O)Cn2nc(-c3ccccc3C)ccc2=O)cc1 | i | 0.101 | 94.9
Cn1c(=O)n(CCCc2ccccc2)c(=O)c2c1nc1oc(-c3ccccc3)cn12 | i | 0.0648 | 62.9
COC(=O)c1scc(-c2ccccc2)c1S(=O)(=O)N1CCN(Cc2ccccc2)CC1 | + | 0.0552* | 85.1*
O=C(Nc1cccc2nsnc12)C1CN(C(=O)COc2ccccc2F)C1 | i | 0.102 | 58.2
O=C(c1nc(-c2cnccn2)no1)N1CCc2ccccc21 | i | 0.211 | 70.1
Cc1sc(NC(=O)c2ccccc2)c(-c2nc3ccccc3s2)c1C | i | 0.0665 | 33.1

Screening results deposited in PubChem BioAssay by Vanderbilt High Throughput Screening Facility.
